Assay outcomes deposited in PubChem by Broad Institute.
FN deposit inh – fibronectin deposition inhibition | AH1F fibroblasts, Alexa488-fibronectin deposition fluorescence, overnight | inhibition, % at 12.6 µM | hit rate 0.086% among 350,000;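 active = mean inhibition across replicates of 30% or more, regardless of how many single replicates reach that level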;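 note: positive control wells lacked labelled fibronectin entirely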
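Measured by – fluorescence 485/525 nm · System – AH1F fibroblast monolayer, labelled fibronectin deposition · Amount – 10000 cells per well · Buffer or medium – serum-reduced DMEM (2% serum) · Doses – single dose, pinned · Also added – fluorescent fibronectin at 24 nM final · Schedule – 1 h cell attachment, overnight exposure to compound and label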
C2C12 statin – suppression of simvastatin myotoxicity. C2C12 myotubes + simvastatin, ATP luminescence, 48 h; scaled: DMSO 0, geranylgeraniol control 100. rescue of ATP level, % at 7.49 µM. hit rate 0.78% among 330,000. AID 602340;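 active = mean ATP rescue above about 67%, or every replicate alone reaching that limit, limit read from the data, passing the limit was not always enough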;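 note: myotubes were challenged with 10 µM simvastatin during compound exposure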
F508del corr – correctors of CFTR F508del function in bronchial epithelial cells | CFBE cells, YFP halide quenching; stimulated with forskolin plus potentiator P3; % fluorescence drop versus neutral controls | activity (quench increase), % at 7.58 µM | hit rate 0.36% among 350,000;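 active = mean added fluorescence quench of at least 8% versus neutral control, with both replicates also reaching 8%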;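 note: cells transiently co-express mutant CFTR-F508del with the halide-sensitive YFP; corrector assay measuring rescue of mutant channel to the surface after 24 h compound exposure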
Cneo AK release – Cryptococcus neoformans lysis via adenylate kinase release; C. neoformans lysis, adenylate kinase release luminescence, 4 h; normalised: neutral wells 0, clomiphene wells 100; lysis activity, % at 15 µM; hit rate 0.2% among 360,000;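 active = mean lysis activity across replicates of at least 80%, whatever share of replicates individually reach that level; inactive = mean lysis activity below 80%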
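Assay system: log-phase C. neoformans yeast / Quantity: yeast cell density of 5 × 10^6 cells/mL / Medium: fresh YPD growth medium / Compound: single dose / Timing: static 4 h at 37 °C with compound, 1 h detection / Measured by: adenylate kinase release luminescence / Read-out: lysis from increased AK signal / Benchmarks: Clomiphene as positive lysis control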
GSIS activator – primary screen for activators of insulin secretion dependent on glucose, INS-1E cells, GLuc reporter luminescence | hit rate 0.61% among 370,000 | AID 743287 | activation, % at 16.6 µM | INS-1E GLuc reporter insulin secretion, 2-3 h;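 active = lowest replicate activation of at least 40%, so every replicate reaches that level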;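 note: 0% = median of neutral control wells and 100% = median of IBMX positive control wells; some compounds called inactive have numbers as strong as hits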
miR122 inh – inhibitors of miR-122 in Huh7 cells; Huh7 miR-122 Renilla luciferase sensor, 48 h; neutral wells = 0, positive control = 100; activation (reporter increase), % at 12.5 µM; hit rate 0.3% among 340,000;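 active = mean replicate activation score at least 90 and every replicate individually at or above 90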;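 note: higher luciferase means less miR-122 activity so hits act as miR-122 inhibitors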
PglD inh – blocks C. jejuni PglD acetyltransferase activity; purified PglD enzyme, DTNB colorimetric CoA detection; inhibition, % at 12.5 µM; hit rate 0.098% among 360,000; AID 602405; in the data active = inhibition above about 16%, passing the limit was not always enough; note: strong numbers were not always called active
PGC1a acetyl inh – modulators of PGC1a acetylation; U2OS PGC1a acetylation, AlphaScreen anti-acetyl-lysine; with virally co-expressed GCN5 acetyltransferase; inhibition, % at 15.6 µM; hit rate 0.17% among 350,000; AID 651687;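 active = every replicate shows inhibition of at least 40%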;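 note: 0% = neutral control wells and 100% = positive control wells; some results beyond the cut were filed as inactive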
Numbers without * were called inactive; . = no result given; & = joins results of further samples; [ ] = dose if it differs, or a comment.

Compound,miR122 inh,PGC1a acetyl inh,F508del corr,Cneo AK release,C2C12 statin,FN deposit inh,GSIS activator,PglD inh
C[C@H]1CN([C@@H](C)CO)C(=O)c2cc(Br)cnc2O[C@@H]1CN(C)C(=O)NC1CCCCC1,-3.8,1.4&14.3,2.7&3.2,-2.6&-1.3,10.0&41.4,-3.5&9.2,5.6&13.4,-2.7&0.1
CC1(C(=O)NS(=O)(=O)c2cccc(Cl)c2)CCN1C(=O)CCc1ccc(Cl)cc1Cl (stereo unspecified),-1.7,2.1,1.9,-3.6,-6.0,2.2,8.8,-4.6
CCn1c(SCC(=O)Nc2ccc(F)cc2)nnc1-c1cnccn1,0.9,-10.5,-4.3,0.6,8.5,-1.9,7.6,-5.1
O=C(NC(=S)NCc1cccnc1)c1cc2ccccc2o1,-2.2,17.5,-1.1,-5.1,-7.5,-15.0,25.9,0.4
CCOc1ccccc1NC(=O)Nc1cc(S(=O)(=O)N(C)C)ccc1C,.,0.2,.,.,4.7,2.1,1.2,.
C/C(=N\NC(=O)c1cccc(S(=O)(=O)N2CCCC2)c1)c1ccc(C)cc1,.,.,-3.0,.,-0.6,-5.0,-7.5,.
COc1ccc(S(=O)(=O)N(C)C[C@H]2OCCCC[C@H](C)Oc3ccc(N(C)C)cc3C(=O)N([C@@H](C)CO)C[C@H]2C)cc1,0.0[16.7 µM],-4.7,-0.1,.,1.6,.,-2.8,.
O=S(=O)(CCc1nc2ccccc2s1)c1ccc2ccccc2c1,2.3,-8.6,.,-0.3,.,.,36.7,0.9
COc1ccc(C(=O)Nc2ccccc2C(=O)N/N=C/c2ccncc2)cc1OC,.,10.0,-0.1,.,.,-21.5,33.5,.
CCOC(=O)CNc1nc(Cl)c(C#N)s1,-1.3,-1.4,0.9,2.3,.,3.5,-1.7,-15.0
O=S(=O)(NC1=NCCCCC1)c1cccs1,-4.3,-8.9,1.1,4.5,7.3,.,-4.8,0.1
O=C(CCN1C(=O)c2ccccc2C1=O)NCc1ccc(Cl)cc1,.,.,-1.7,-1.2,2.7,-6.4,18.5,-5.1
CCOc1ccccc1NC(=O)NC1(C(=O)N2CCN3CCCC3C2)CCCCC1 (stereo unspecified),-2.4,-10.0,.,-2.7,8.6,5.0,.,-5.8
CCN(CC)C(=O)C(=O)Nc1ccc(OC)c(Cl)c1,1.5,-2.3,1.6,-0.4,-2.9,7.6,-7.2,-7.2
CCCCn1c(N)c(Sc2ccc(C)cc2)c(=O)[nH]c1=O,-4.8,-3.2,.,3.5,-0.2,.,-1.0,0.3
Cc1cccc(N(Cc2ccccc2)C(=O)c2cccc(S(=O)(=O)N3CC(C)OC(C)C3)c2)c1 (stereo unspecified),6.6,-11.7,-2.1,-3.9,-17.6,-4.9,-27.1,1.3
C[C@@H]1CCCCO[C@@H](CN(C)S(=O)(=O)c2ccccc2)[C@@H](C)CN([C@H](C)CO)C(=O)c2cc(NC(=O)CCCCCC(=O)Nc3ccccc3N)ccc2O1,2.6[16.7 µM],4.2,-1.7,-2.8,.,-9.6,28.1,-2.4
CC(=O)Nc1ccc(NC(=O)c2cccc3c2-c2ccccc2C3=O)cc1,.,.,2.2,-1.8,.,-4.1,0.1,-0.4
CCOc1ncccc1C(=O)OCC(=O)Nc1ccc2c(c1)OCO2,-7.4,.,.,-1.9,-3.7,4.1,1.3,0.3
Clc1cccc(Cl)c1CO/N=C/c1c(-c2ccccc2)nc2n1CCS2,-0.4,.,.,15.5,.,25.2,.,6.3
CCO[C@H]1OC(C(=O)O)=C[C@@H](C2CCCCC2)[C@@H]1CCCO,-1.0,6.8,-3.6,-0.3,-0.6,1.6,6.2,0.7
CC(=O)c1cccc(NS(=O)(=O)c2ccc(N/C=C\C(=O)c3ccc(C)cc3)cc2)c1,39.4,-2.6,.,0.6,13.7,.,.,-11.1
Cc1[nH]n(-c2ccc([N+](=O)[O-])cc2)c(=O)c1C=NCC1CCCO1 (stereo unspecified),-2.9,-1.0,0.2,-2.4,.,-7.4,7.4,-4.1
COc1ccc(N2CCN(C(=O)Cn3cnc4c(cnn4-c4ccccc4)c3=O)CC2)cc1,0.7,1.5,-4.8,0.8,-29.6,-5.0,-4.9,2.8
Cc1[nH]c2ccccc2c1C(=O)C(=O)NC1CC1,-2.1,.,-2.2,4.7,8.4,2.1,44.7,-0.5
COc1cc(O)c(C(CCN2CCCCC2)c2ccc3c(c2)OCO3)c(OC)c1 (stereo unspecified),2.2,12.0,-0.7,-0.4,.,9.9,-2.5,0.4
CCCn1nc(NC(C)=O)c2cc3cccc(C)c3nc21,2.9,-4.6,-1.8,0.7,-0.8,2.7,9.8,-3.9
COc1ccc(-c2c3c(nc4sc(C(=O)Nc5cc(C)on5)c(N)c24)CCC3)cc1,-4.0,.,.,-9.6,4.2,.,.,-1.1
O=C(CSc1cc(Cl)ccc1Cl)NC1CCCC1,-3.8,7.2,-1.3,0.9,14.1,2.9,26.6,3.4
COc1ccc(NC(=O)c2cccc(NC(=O)c3ccccc3)c2)cc1,2.9,-19.4,1.0,-2.2,1.3,0.8,0.9,0.0
COc1cccc(C(=S)N2CCOCC2)c1OS(=O)(=O)c1ccc(Cl)cc1,-5.1,.,-1.4,-0.9,12.7,-4.3,5.3,2.4
CC(=O)N1CCc2cc(S(=O)(=O)CCC(=O)NCCc3ccc(Cl)cc3)ccc21,.,-6.8,-1.1,-3.5,10.3,0.9,5.8,-2.9
CCOc1ccc(S(=O)(=O)Nc2ccccc2C(=O)N2CCOCC2)cc1,1.9,.,-1.1,0.2,19.3,-2.6,4.5,0.3
O=C(Nc1ccccc1)c1ccc(OC(=O)c2ccccc2)cc1,-0.4,28.2,1.5,-0.5,-0.2,2.5,-3.1,-5.7
O=C1C=C(C#Cc2ccc(Oc3ccccc3)cc2)C[C@@H](c2ccc(F)cc2)C1,-4.7,1.8,-3.2,-0.7,17.9,-10.2,-7.2,-1.8
COc1ccc(N2C(=O)[C@@H]3[C@H](C2=O)[C@H](C(C)=O)N2c4ccccc4C=C[C@@H]32)cc1,10.4,-3.1,1.5,-0.7,8.6,0.3,.,-2.7
CC(=O)Nc1ccc2c(c1)C(=O)N(C)[C@@H]1CC[C@@H](CC(=O)NCc3ccc4c(c3)OCO4)O[C@@H]1CO2,-16.7[16.7 µM],-7.5,-3.3,0.8,11.9,-12.5,-7.8,-7.4
COCCNC(=O)c1cc2c(c(-c3cccc(C4=CCCCC4)c3)n1)[C@H](CCO)N([S@@](=O)C(C)(C)C)C2,.,-18.7,3.0,.,.,0.3,-3.4,.
COc1ccc(OC)c(S(=O)(=O)NC2CC(=O)N(c3cccc(F)c3)C2)c1 (stereo unspecified),9.1,1.6,1.1,.,-1.3,5.4,24.2,.
CN1CCN(C(=O)c2ccc(COc3ccc(C(C)(C)C)cc3)o2)CC1,10.9,-9.7,.,-0.4,-15.1,.,.,1.7
COc1ccc(-c2c(N)cnc(C(=O)O)c2C)c(OCc2ccccc2)c1OC,-24.9,.,3.3,22.9,14.3,5.3,.,-2.3
C#CCOc1ccc(OC)cc1C(c1c(C)[nH][nH]c1=O)c1c(C)[nH][nH]c1=O,-0.6,16.0,.,-1.5,17.8,.,.,-5.0
COC(=O)Cn1c(N2CCCC2)nc2c1c(=O)n(C)c(=O)n2C,-7.7,.,-0.4,-0.3,-14.1,-1.6,.,-2.4
CCOC(=O)C1=CCN(S(=O)(=O)c2ccccc2Cl)C1c1cccc(Br)c1 (stereo unspecified),-5.4,-28.7,5.0,-2.3,-1.1,-13.2,-2.8,-5.4
O=C1CCC([N+](=O)[O-])C(c2ccccc2Br)N1 (stereo unspecified),2.5,8.7,0.2,-1.5,-7.2,-0.3,-1.2,1.9
CN(C(=O)Cn1nnc2ccccc2c1=O)C1CCCCC1,-2.5,.,0.0,.,-1.9,-10.7,-4.3,.
C=CCn1c(SCC(=O)N2CCOCC2)nnc1C(C)NC(=O)c1ccccc1 (stereo unspecified),.,.,-1.9,-9.6,5.4,.,11.9,1.4
Cc1ccc(NC(=O)CN(C)C(=O)c2cccnc2Nc2cccc(C(F)(F)F)c2)cc1,26.4,-8.3,2.8,-11.2,-1.9,19.3,-56.5,5.7
CCN1CCN(C(=O)C2CCC(=O)N(Cc3cccc(C(F)(F)F)c3)C2)CC1 (stereo unspecified),.,.,0.2,1.4,0.3,8.9,16.7,6.6
COc1ccc(-c2ccc([C@H]3[C@@H](C#N)N(C(=O)NC(C)C)[C@@H]3CO)cc2)cc1,.,-11.9,1.9,-2.7,8.3,-6.9,-4.1,-1.9

Part of the list above in order of molar mass, ascending.
Compound,miR122 inh,PGC1a acetyl inh,F508del corr,Cneo AK release,C2C12 statin,FN deposit inh,GSIS activator,PglD inh
COC(=O)Cn1c(N2CCCC2)nc2c1c(=O)n(C)c(=O)n2C,-7.7,.,-0.4,-0.3,-14.1,-1.6,.,-2.4
COc1ccc(-c2ccc([C@H]3[C@@H](C#N)N(C(=O)NC(C)C)[C@@H]3CO)cc2)cc1,.,-11.9,1.9,-2.7,8.3,-6.9,-4.1,-1.9
C=CCn1c(SCC(=O)N2CCOCC2)nnc1C(C)NC(=O)c1ccccc1 (stereo unspecified),.,.,-1.9,-9.6,5.4,.,11.9,1.4

Continued.
Compound,miR122 inh,PGC1a acetyl inh,F508del corr,Cneo AK release,C2C12 statin,FN deposit inh,GSIS activator,PglD inh
CCn1c(SCC(=O)O)nnc1-c1ccccc1OC,-0.7,12.2,-2.1,1.0,-2.1,-12.1,7.8,0.2
Cc1ccc2nc(SCC(=O)c3ccc4c(c3)NC(=O)CO4)[nH]c2c1,.,3.0,-1.3,.,.,-2.6,-4.1,.
O=C(c1ccco1)N1CCC(c2nc3c(nnn3Cc3ccccc3Cl)c(=O)[nH]2)CC1,.,.,1.7,-6.7,7.8,14.2,17.4,-0.9
C[C@@H]1CN([C@@H](C)CO)C(=O)c2cc(NS(=O)(=O)c3cn(C)cn3)ccc2O[C@@H](C)CCCCO[C@H]1CN(C)C(=O)CCC(F)(F)F,11.8[16.7 µM],-19.4,-2.4,-2.8,.,.,2.5,2.1
CN1C(=O)c2cc(NC(=O)Cc3ccccc3)ccc2OC[C@@H]2O[C@@H](CC(=O)NCc3ccc(Cl)cc3)CC[C@H]21,-33.3[16.7 µM],-6.6,1.5,-1.5,13.5,6.5,3.3,5.0
O=C(Nc1nc2ccc3ccccc3c2s1)c1ccc(N2CCCCC2)c([N+](=O)[O-])c1,-8.1,-10.9,.,4.0,.,3.2,.,9.7
C=C(C)C(=O)Oc1ccc(N2C(=O)[C@@H]3C4C=CC(C4)[C@@H]3C2=O)cc1,-6.5,-18.9,-1.2,2.3,-4.5,2.5,-6.5,-0.5
COc1ccccc1NC(=O)C(C)OC(=O)CCNS(=O)(=O)c1cccc(C(F)(F)F)c1 (stereo unspecified),-2.5,0.2,0.5,1.0,0.2,4.3,-14.5,1.6
O=C(c1c(Cl)nc2sccn12)N1CCCc2ccccc21,1.5,-2.0,.,-1.5,0.6,-4.3,.,-1.3
COc1ccc(NC(=O)Nc2ccc3c(c2)C(=O)N([C@@H](C)CO)C[C@@H](C)[C@H](CN(C)C(=O)Nc2ccc(C(F)(F)F)cc2)OCCCC[C@@H](C)O3)cc1,-2.0[16.7 µM],-13.9,0.5,-0.8,.,.,12.8,-2.2
CCCC1CCc2c(sc(N)c2C(N)=O)C1 (stereo unspecified),-2.5,5.3,.,-0.7,-7.8,.,.,-2.5
O=C(NN=C1CCCCCC1)c1cc(-c2ccccc2)nc2ccccc12,2.4,15.5,.,-3.4,7.0,.,.,-1.9
